M1 ag parental: counter-screen for M1 agonists: effect in parental CHO-K1 cells; hit rate 0.48% among 360,000; activation, % at 3 µM; Fluo-8 calcium fluorescence; scaled to maximal ATP response, vehicle zero; in the data active means activation above about 15%;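 further: untransfected CHO-K1 host cells lacking M1 receptor as counterscreen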
M1 PAM parental: nonselective calcium activators in parental CHO-K1 cells, primary screen, counter-screen for M1 PAM project, cell-based, Fluo-8 calcium fluorescence, full deck, 1536-well. hit rate 0.02% among 360,000. activation, % at 3 µM. ATP EC20; 0% at ATP EC20, 100% at ATP max;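 active means activation above the run cutoff, the mean activation of all test compounds plus 3 SD, cut at about 40% in these data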;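 further: peak over basal fluorescence ratio in a 140 s read after ATP addition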
M5 PAM: human M5 muscarinic receptor positive allosteric modulators, primary screen, CHO-K1 cells, Fluo-8 calcium fluorescence; hit rate 0.3% among 360,000; activation, % at 3 µM; CHO-K1 hM5, ACh EC20 PAM; 0% = ACh EC20, 100% = ACh EC100; Muscarinic acetylcholine receptor M5 (Homo sapiens), P08912;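 active means activation above the run cutoff, the mean activation of all test compounds plus 3 SD, cut at about 18% in these data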
Target sequence (P08912 whole entry, looked up): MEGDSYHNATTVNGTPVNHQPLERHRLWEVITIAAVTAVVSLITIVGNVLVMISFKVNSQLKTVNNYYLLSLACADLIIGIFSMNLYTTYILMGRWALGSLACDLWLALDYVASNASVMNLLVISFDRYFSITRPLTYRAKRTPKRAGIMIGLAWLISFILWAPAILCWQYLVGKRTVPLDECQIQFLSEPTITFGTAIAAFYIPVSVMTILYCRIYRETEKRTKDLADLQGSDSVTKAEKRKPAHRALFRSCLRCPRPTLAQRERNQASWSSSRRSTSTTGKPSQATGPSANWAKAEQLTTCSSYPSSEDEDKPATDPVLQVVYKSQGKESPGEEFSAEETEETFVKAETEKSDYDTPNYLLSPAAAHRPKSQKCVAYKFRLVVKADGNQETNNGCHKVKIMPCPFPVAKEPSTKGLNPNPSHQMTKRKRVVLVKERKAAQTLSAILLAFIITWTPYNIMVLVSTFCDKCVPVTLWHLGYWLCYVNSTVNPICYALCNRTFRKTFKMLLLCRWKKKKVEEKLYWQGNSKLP
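system = human M5 receptor in CHO-K1 cells | reagent = EC20 acetylcholine as agonist stimulus | compound dosing = single-point, 3 µM nominal | incubation = Fluo-8 loading 80 min at 37 °C plus 30 min room temperature | detection = Fluo-8 calcium dye fluorescence, kinetic read | benchmarks = low control EC20 acetylcholine (0%), high control EC100 acetylcholine (100%)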
CHRM5 agonist: human M5 muscarinic receptor agonists, primary screen, CHO-K1 cells, Fluo-8 calcium fluorescence | activation, % at 3 µM | hit rate 0.19% among 360,000 | AID 624037, 2012 | CHO-K1 hM5 cells; 0% DMSO wells, 100% maximal acetylcholine response;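 active means activation above the run's mean over test compounds plus 3 SD, cut at about 23% in these data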;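 further: signal is peak over basal fluorescence ratio across the kinetic read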
M4 ag: human M4 muscarinic receptor agonists, primary screen, CHO-K1 cells, Fluo-8 calcium fluorescence | hit rate 0.14% among 360,000 | Muscarinic acetylcholine receptor M4 (Homo sapiens), P08173 | CHO-K1 hM4/Gqi5; vehicle 0%, full acetylcholine response 100% | activation, % at 3 µM | AID 624127, 2012;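 active means activation above the run mean over all test wells plus 3 SD, cut at about 32% in these data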;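 further: peak over basal fluorescence ratio per well then scaled between controls; 0% = DMSO wells and 100% = acetylcholine at EC100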
Target sequence (P08173 whole entry, looked up): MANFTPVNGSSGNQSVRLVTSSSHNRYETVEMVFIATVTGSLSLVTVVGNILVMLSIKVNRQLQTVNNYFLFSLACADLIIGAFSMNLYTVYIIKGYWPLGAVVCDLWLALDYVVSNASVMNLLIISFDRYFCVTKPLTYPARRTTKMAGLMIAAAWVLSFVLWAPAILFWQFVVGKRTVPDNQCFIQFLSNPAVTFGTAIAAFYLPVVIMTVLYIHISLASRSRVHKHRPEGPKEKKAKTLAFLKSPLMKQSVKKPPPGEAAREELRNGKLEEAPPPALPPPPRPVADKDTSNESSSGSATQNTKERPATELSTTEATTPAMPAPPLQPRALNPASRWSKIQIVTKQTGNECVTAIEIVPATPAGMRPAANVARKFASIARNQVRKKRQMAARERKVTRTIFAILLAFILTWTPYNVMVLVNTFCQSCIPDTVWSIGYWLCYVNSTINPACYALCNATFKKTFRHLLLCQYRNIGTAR
M5 antag: human M5 muscarinic receptor antagonists, primary screen, CHO cells, Fluo-8 calcium fluorescence; Muscarinic acetylcholine receptor M5 (Homo sapiens), P08912; CHO-hM5 cells, ACh EC80; inhibition, % at 3 µM; hit rate 0.59% among 360,000;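 active means inhibition above a per-plate cutoff, the mean of that plate's test compounds plus 3 SD, cut at about 27% in these data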;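 further: 0% = acetylcholine EC80 with DMSO and 100% = DMSO without agonist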
M4 PAM: human M4 muscarinic receptor positive allosteric modulators, primary screen, CHO-K1 cells, Fluo-8 calcium fluorescence. Muscarinic acetylcholine receptor M4 (Homo sapiens), P08173. CHO-K1 hM4/Gqi5, ACh EC20; 0% = ACh EC20, 100% = maximal ACh. activation, % at 3 µM. hit rate 0.4% among 360,000. AID 624126, 2012;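 active means activation above its plate's cutoff, the mean activation of sample wells plus 3 SD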; further: some results filed as inactive read as strong as hits
CHO-K1 Ca antag: counter-screen for M1 antagonists: effect in parental CHO-K1 cells. AID 602250. inhibition, % at 3 µM. ATP-induced calcium, Fluo-8 fluorescence. hit rate 0.6% among 360,000;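 active means inhibition above a per-plate cutoff, the plate's mean sample inhibition plus 3 SD, cut at about 24% in these data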;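 further: 0% = DMSO plus EC80 ATP and 100% = DMSO alone without ATP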
CHRM4 antagonist: human M4 muscarinic receptor antagonists, primary screen, CHO cells, Fluo-8 calcium fluorescence. Muscarinic acetylcholine receptor M4 (Homo sapiens), P08173. CHO-hM4 cells, ACh EC80. inhibition, % at 3 µM. hit rate 0.73% among 360,000. AID 624125, 2012;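 active means inhibition above its plate's cutoff, the mean inhibition of sample wells plus 3 SD, cut at about 27% in these data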;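 further: 0% = acetylcholine EC80 with DMSO and 100% = DMSO without agonist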
Numbers without * were called inactive; . = not tested or not shown.

Value order: M1 ag parental, M1 PAM parental, M5 PAM, CHRM5 agonist, M4 ag, M5 antag, M4 PAM, CHO-K1 Ca antag, CHRM4 antagonist
CC(=O)c1cccc(NC(=O)c2cc(-c3ccc(F)cc3)on2)c1
    0.3, 0, 6, 1, 0, 0, 15, -12, 0
Cc1cc(Cl)nc(Cl)c1C(=O)NCCc1ccccc1
    1.0, 14, 10, 0, 1, -4, 7, -13, -4
CN(C)c1cccc(NC(=O)C2Cc3c(-c4cccnc4)ccnc3O2)c1 (centres undefined)
    0.8, 13, -7, 2, 3, 8, -3, -8, 3
Cc1cc(S(=O)(=O)NCC2CCCO2)c(C)cc1Br (centres undefined)
    -0.2, 17, 7, 0, 2, -2, 3, -12, 5
O=S(=O)(Nc1ccc(Cc2ccncc2)cc1)c1ccc(Cl)c(Cl)c1
    7.6, 16, -21, -7, 8, 7, -33, -8, 34*
CCc1nc(C)cc(N)c1OCc1ccccc1
    2.1, 21, 9, -1, 1, -2, 12, -8, 4
O=C(CCc1nnc2ccc(N3CCC4(CC3)OCCO4)nn12)N1CCCCC1
    0.6, 3, 1, -3, 0, 6, -2, -11, -4
O=c1ccc2ccc(OCCOc3cccc(Cl)c3)cc2o1
    2.3, -4, 3, -4, 1, -7, 4, -2, -14
Cc1cccc(-c2cnc(C(O)c3ccc(F)c(C)c3)[nH]2)c1 (centres undefined)
    0.5, -4, -6, 0, 1, 6, 1, 2, -10
CCOc1ccc(-c2nc3scc(-c4cccs4)c3c(=O)[nH]2)cc1
    0.2, -10, 8, 0, 0, 0, 5, -15, -23
Cc1ccc(S(=O)(=O)Cn2nnnc2CN2CCN(C(=O)c3ccco3)CC2)cc1
    0.1, -4, 1, -1, 2, 7, -6, 7, 2
CC(C)(C)NC(=O)c1nn2c(C(F)(F)F)cc(-c3ccccc3)nc2c1Br
    0.2, 18, 0, 0, 0, 4, 1, -6, -3
Oc1ccc(Br)cc1CN1CCCCCCC1
    1.1, -5, -7, -7, 0, 2, -12, -14, 15
COc1cccc(C(=O)NCC(=O)N/N=C/c2cn[nH]c2-c2ccccc2)c1
    -0.1, 2, 0, -2, 1, 6, -5, 8, 9
CC(C)[C@H](NC(=O)c1ccccc1)C(=O)OCC(=O)Nc1ncc(Cl)cc1Cl
    0.5, 10, -3, -1, 1, 20, 2, 3, -2
Cc1ccc(Cc2c(C)nc3nc(SCC(=O)NCCN4CCOCC4)nn3c2C)cc1
    1.0, 17, 3, -2, 1, -2, -2, -10, -4
OCCN(Cc1ccccc1)CC(O)COc1ccc(-c2ccccc2)cc1 (centres undefined)
    1.5, 19, -3, -2, 4, 0, -4, 0, -4
CCN(CC)c1ccc(S(=O)(=O)N2CCOCC2)cc1NC(=O)CSc1cccc[n+]1[O-]
    0.5, 5, -5, -2, 2, -1, -3, -3, 5
COc1ccc(NC(=O)c2cc(S(=O)(=O)N3CCS(=O)(=O)CC3)ccc2Cl)cc1
    0.0, 5, -3, -2, 0, 2, 0, -7, 2
O=C(COC(=O)CCS(=O)(=O)c1ccccc1)NNC(=O)c1ccc([N+](=O)[O-])cc1
    0.1, 10, -1, 0, 0, -2, -1, -7, 0

Two of these compounds, set out differently.
Molecule | M1 ag parental | M1 PAM parental | M5 PAM | CHRM5 agonist | M4 ag | M5 antag | M4 PAM | CHO-K1 Ca antag | CHRM4 antagonist
Cc1cccc(-c2cnc(C(O)c3ccc(F)c(C)c3)[nH]2)c1 (centres undefined) | 0.5 | -4 | -6 | 0 | 1 | 6 | 1 | 2 | -10
CCOc1ccc(-c2nc3scc(-c4cccs4)c3c(=O)[nH]2)cc1 | 0.2 | -10 | 8 | 0 | 0 | 0 | 5 | -15 | -23

Sorted by molecular weight (smallest number first): 3 of the compounds above.
Value order: M1 ag parental, M1 PAM parental, M5 PAM, CHRM5 agonist, M4 ag, M5 antag, M4 PAM, CHO-K1 Ca antag, CHRM4 antagonist
O=c1ccc2ccc(OCCOc3cccc(Cl)c3)cc2o1
    2.3, -4, 3, -4, 1, -7, 4, -2, -14
Cc1cc(S(=O)(=O)NCC2CCCO2)c(C)cc1Br (centres undefined)
    -0.2, 17, 7, 0, 2, -2, 3, -12, 5
O=C(CCc1nnc2ccc(N3CCC4(CC3)OCCO4)nn12)N1CCCCC1
    0.6, 3, 1, -3, 0, 6, -2, -11, -4

Further records.
Value order: M1 ag parental, M1 PAM parental, M5 PAM, CHRM5 agonist, M4 ag, M5 antag, M4 PAM, CHO-K1 Ca antag, CHRM4 antagonist
O=C(Oc1ccc(C(=S)N2CCOCC2)cc1)c1cccc([N+](=O)[O-])c1
    -0.3, -26, -2, 3, 0, 6, 0, 29*, -13
O=C(c1cc2ccccc2o1)N1CCN(c2ncccn2)CC1
    0.9, 0, 2, 3, 4, 14, -3, -6, -1
O=C(CCN=C1NS(=O)(=O)c2ccccc21)OCc1ccccc1
    1.3, 5, 6, -2, 3, -1, 15, -8, -23
Cc1csc(SCC(=O)Nc2nnc(C)s2)n1
    -0.1, -6, -2, -1, 1, 6, -2, -12, -6
Cc1ccc2sc(N(CCCN(C)C)C(=O)CCS(=O)(=O)c3ccccc3)nc2c1C
    6.3, -21, -1, -5, 8, -3, -7, -2, -6
O=C(O)c1ccc2c(c1)[C@@H]1C=CC[C@@H]1[C@H](c1ccccn1)N2
    0.2, 13, 1, 2, 1, 0, 10, -5, -4
Cc1cc(S(=O)(=O)N2CCN(c3ccccn3)CC2)c(C)cc1Cl
    0.7, -1, -23, -17, 4, -6, -6, 8, -7
Cc1ccc(-n2c(SCC(=O)NCC3CCCO3)nc3c(c2=O)SCC3)cc1 (centres undefined)
    -0.7, 0, 0, 0, -1, 0, -3, -2, 4
C/C(=N/NC(=O)CNc1ccc(C)cc1)c1ccc(Cl)cc1
    0.7, 19, 2, 1, 2, -3, 3, -12, 1
CC(NC(=O)c1cc2cc([N+](=O)[O-])ccc2oc1=O)C1CCCO1 (centres undefined)
    2.3, 7, 2, 4, 5, 5, -3, -10, 5
Cc1ccc(S(=O)(=O)CNC(=O)c2ccccc2)cc1
    0.6, 10, -1, -7, 1, 3, 7, -7, -3
COCCNC(=O)c1sc2ncn(CC(=O)N3CCCCC3)c(=O)c2c1C
    0.3, 1, 0, -1, 1, 5, 1, -12, 4
O=c1nc2n(c3ccc(Br)cc13)CCS2
    0.4, -4, 5, -5, 4, 1, 21, -4, 33*
CC1CC(C)CN(C(=O)C2CCN(S(=O)(=O)N3CCC4(CC3)OCCO4)CC2)C1 (centres undefined)
    0.5, 0, -2, -1, 0, 9, -4, -14, 4
CCCCC(=O)N1CCN(c2nc(-c3ccc(F)cc3)cs2)CC1
    3.5, 10, -2, 0, 7, 11, -1, -8, -20
CCCc1cc(=O)[nH]c(SCC(=O)c2cc(C)n(C(C)COC)c2C)n1 (centres undefined)
    0.0, -1, 4, 2, 1, 0, 9, -2, 6
Cn1c2ccccc2c(=O)c2cc(C#Cc3ccc(N)cc3)ccc21
    3.3, 4, -20, -5, 14, 13, -5, -8, 0
O=C1c2ccccc2C(=O)c2c1cccc2N1CCCC1
    -0.8, -4, 1, 0, 2, 10, 4, 4, 0
O=c1c(Cc2ccc(Cl)cc2Cl)c(O)ccn1Cc1ccncc1
    0.2, 18, 8, -3, 0, 6, 7, -11, 3
CCOc1ccc(S(=O)(=O)N2CCN(C)CC2)cc1NC(=O)c1ccccc1F
    -1.7, 2, 3, -7, -1, -6, 15, -14, -19

Sorted by value in M4 PAM (falling): 3 of the compounds above.
canonical_smiles | M5 PAM | CHRM5 agonist | M4 ag | M5 antag | M4 PAM | CHRM4 antagonist
O=C(CCN=C1NS(=O)(=O)c2ccccc21)OCc1ccccc1 | 6 | -2 | 3 | -1 | 15 | -23
CC(C)[C@H](NC(=O)c1ccccc1)C(=O)OCC(=O)Nc1ncc(Cl)cc1Cl | -3 | -1 | 1 | 20 | 2 | -2
COc1ccc(NC(=O)c2cc(S(=O)(=O)N3CCS(=O)(=O)CC3)ccc2Cl)cc1 | -3 | -2 | 0 | 2 | 0 | 2

Back to the main list with the 2 entries that preceded the break.
Value order: M1 ag parental, M1 PAM parental, M5 PAM, CHRM5 agonist, M4 ag, M5 antag, M4 PAM, CHO-K1 Ca antag, CHRM4 antagonist
O=c1c(Cc2ccc(Cl)cc2Cl)c(O)ccn1Cc1ccncc1
    0.2, 18, 8, -3, 0, 6, 7, -11, 3
CCOc1ccc(S(=O)(=O)N2CCN(C)CC2)cc1NC(=O)c1ccccc1F
    -1.7, 2, 3, -7, -1, -6, 15, -14, -19
O=C(Nc1ccc(-n2ccnc2P(=O)(O)c2ccccc2)cc1)c1ccccc1Cl
    -0.6, 5, 1, -1, 1, 4, 19, 2, 13
CSc1nnc2c(n1)OC=Nc1ccc(Br)cc1-2
    0.6, 17, 9, -2, 0, 0, 10, -18, 15
Cc1cc(NC(=O)CSc2nc3ccccc3n2CC(=O)N2CCCCC2)no1
    1.1, 17, -5, 2, 2, -2, 7, -6, -6
Fc1ccc(-c2nc(-c3cccs3)[nH]c2-c2ccc(F)cc2)cc1
    2.2, 24, -6, 3, 0, -1, 1, -1, -8
CC1Nc2ncnc(N3CCc4ccccc4C3)c2N(Cc2ccc(Cl)cc2)C1=O (centres undefined)
    0.9, 22, 10, 5, 4, -5, 3, -27, 1
Nc1ncc(Br)cc1S(=O)(=O)NCCC(=O)Nc1cccc(Cl)c1
    6.6, 20, -11, 2, 9, 8, -4, -14, 11
CN(C)C(CNC(=O)c1cc(S(=O)(=O)N(C)c2ccccc2)ccc1Cl)c1cccs1 (centres undefined)
    3.5, 3, 3, -1, 10, 13, 0, 0, -18
c1csc(Cc2nn3c(-c4ccncc4)nnc3s2)c1
    1.3, 19, -3, 0, 1, 0, 2, -1, 2
COc1ccc(S(=O)(=O)n2cnc(C)c2)cc1
    0.4, 19, -2, -4, 0, -4, 2, -8, -2
CCOc1ccc2oc(C(=O)OCC(=O)N(CC(C)C)c3c(N)n(Cc4ccccc4)c(=O)[nH]c3=O)c(C)c2c1
    3.2, -3, 0, 9, 7, 7, 3, -10, 15
CC(C)c1ccc(Nc2nnc(SCC(=O)NCC3CCCO3)s2)cc1 (centres undefined)
    0.0, 10, -4, 3, 4, 7, 3, -12, 0
COc1ccc(N=C2SC(CC(=O)Nc3ccccc3)C(=O)N2CC2CCCO2)cc1 (centres undefined)
    1.8, 3, -4, -1, 6, 0, -8, 6, 9
O=C(c1ccc(N2CCCS2(=O)=O)cc1)N1CCN(c2ccccc2)CC1
    6.0, 4, 2, 0, 2, -2, -5, 0, 0
COc1ccc(C(=O)N/N=C/C2CC=CCC2)cc1OC (centres undefined)
    0.9, 3, -8, -3, 2, 11, -2, -14, 9
CCS(=O)(=O)NCc1ccc2c(c1)cc(C)n2C
    0.2, 6, 1, 2, 0, -3, -1, 19, -1
O=C(C[C@@H]1CC[C@H](NC(=O)Nc2ccc(F)cc2)[C@@H](CO)O1)NCc1cccc(F)c1
    ., ., -1, -2, 1, 9, 7, ., 1
COC(=O)COc1cccc2c(=O)n(CC(=O)Nc3ccc4c(c3)OCCO4)ccc12
    -0.5, -14, 0, 1, 0, 7, 6, 20, -13

Screens deposited in PubChem BioAssay by The Scripps Research Institute Molecular Screening Center.
